Source: PubChem (several laboratories)
PLK1_inh: blocks human PLK1 kinase activity | P53350 | recombinant PLK1 kinase, TR-FRET peptide phosphorylation | inhibition, % at 10 µM | 0.53% of 97,000 active;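 active = inhibition of 50% or more in the single-concentration screen; inactive = inhibition below 50%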;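 note: 0% = DMSO max control and 100% = H-89 dihydrochloride min control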
S1P2_antag: S1P2 (human) receptor antagonism; O95136; cell-based S1P2 antagonist assay, inhibition at 5 uM; inhibition, % at 5 µM; 0.21% of 97,000 active; in the data active = inhibition above about 45%;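 note: CRE beta-lactamase reporter cells expressing human S1P2 stimulated with S1P; 0% = agonist at EC80 alone and 100% = agonist plus reference antagonist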
Target sequence (O95136 whole entry, looked up): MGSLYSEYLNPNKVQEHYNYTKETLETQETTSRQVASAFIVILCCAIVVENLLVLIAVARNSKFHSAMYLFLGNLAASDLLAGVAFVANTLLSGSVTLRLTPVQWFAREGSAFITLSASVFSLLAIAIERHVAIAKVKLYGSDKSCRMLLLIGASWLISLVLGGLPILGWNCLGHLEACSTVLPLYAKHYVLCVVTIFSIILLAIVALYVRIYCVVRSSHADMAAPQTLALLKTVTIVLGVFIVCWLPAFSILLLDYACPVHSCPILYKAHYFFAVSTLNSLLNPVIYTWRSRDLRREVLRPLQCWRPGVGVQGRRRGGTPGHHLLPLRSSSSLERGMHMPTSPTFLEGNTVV
HIV_Rev-RRE_inh: HIV Rev-RRE protein-RNA interaction inhibition. P05866. Rev peptide-RRE RNA binding, FRET. inhibition, % at 8 µM. 0.79% of 97,000 active. AID 704;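 active = inhibition above the screen-wide mean plus 3 SD, cut at about 35% in these data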;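 note: 0% = median DMSO wells and 100% = median Neomycin B control wells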
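assay system = Cy5-tagged RRE RNA duplex with fluorescein-tagged Rev peptide | incubation = 5 + 15 min at 25 °C | also added = labelled Rev peptide | measure = % inhibition of FRET ratio versus controls | benchmarks = DMSO wells as 0% and neomycin B wells as 100% inhibition | measured by = FRET fluorescence readout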
MT1-MMP_txn_act: MT1-MMP promoter transcription activation; 0.16% of 86,000 active; HT1080 MT1-MMP promoter luciferase reporter, luminescence, overnight; active compounds read high; activation factor at 10 µM;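 active = activation factor of at least 2 for MT1-MMP transcription at 10 µM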
Plk1_PBD_FP: inhibitors of human Plk1 polo box domain binding. P53350. Plk1 PBD phosphopeptide binding, fluorescence polarization. inhibition, %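 (tested at about 20 µM)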. 0.13% of 97,000 active; in the data active = inhibition above about 34%, passing the limit was not always enough
S1P2_agonist: activates the human S1P2 receptor. O95136. AID 729. activation, % at 4.5 µM. S1P2-expressing cell line, agonist reporter read-out. 0.46% of 97,000 active; in the data active = activation above about 16%;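 note: 0% = vehicle low control and 100% = maximal reference agonist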
PLAP_activator: activates human placental alkaline phosphatase; AID 696; P05187; purified PLAP enzyme, luminescent substrate read-out; active compounds read high; 1.2% of 96,000 active; activation fold at 20 µM; in the data active = activation fold above about 2
FAK_inh: blocks human focal adhesion kinase activity; biochemical FAK kinase activity assay; 0.84% of 97,000 active; AID 727; Q05397; inhibition, %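 (tested at 7 µM)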; in the data active = inhibition above about 19%;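 note: 0% = DMSO and 100% = reference compound high control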
EphB4_antag: blocks human EphB4 binding to ephrin-B2. EphB4 LBD / TNYL-RAW-Alexa532 peptide, fluorescence polarization. inhibition, % at 7 µM. 0.15% of 97,000 active. AID 720;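 active = inhibition above the screen-wide mean inhibition plus 3 SD, cut at about 15% in these data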;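 note: 0% = DMSO wells and 100% = excess unlabeled TNYL-RAW peptide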
The depositor's hits bear a star; . = no result given. A portion of the library; the hit share may differ from the screen's.

SMILES PLK1_inh S1P2_antag HIV_Rev-RRE_inh MT1-MMP_txn_act Plk1_PBD_FP S1P2_agonist PLAP_activator FAK_inh EphB4_antag
COc1ccc(S(=O)(=O)Nc2nnc(CC(C)C)s2)cc1 -0.4 14.8 5.3 1.3 6.0 -1.6 1.4 -3.1 -8.6
CCCc1cc(C(N)=S)ccn1 13.6 11.2 5.2 1.2 3.6 -1.7 1.2 0.4 8.0
O=C(NCCN1CCOCC1)c1ccc(Cl)cc1 -9.2 4.5 6.4 1.1 -17.6 -3.9 1 4.9 10.6
COc1ccc(Sc2ccc(NC(=O)c3ccccc3Cl)cc2C#N)cc1 -67.3 -4.3 4.4 . -36.5 7.0 0.9 0.2 0.3
CCOC(=O)Nc1ccc2c(c1)N(C(=O)CCN1CCOCC1)c1ccccc1S2 -4.3 -35.8 -1.1 1 -35.5 -3.6 1.5 -2.1 0.3
COc1cc(NC(=O)c2cc(C3CC3)on2)c(OC)cc1Cl -3.3 21.0 9.2 . 19.8 -4.6 1 4.0 4.4
COc1cc(C(=O)NCCCCCC(=O)O)cc(OC)c1OC -10.4 18.7 6.4 1 -2.4 -2.5 0.9 1.6 5.9

7 compounds from above, ordered by molecular weight, highest first:
SMILES PLK1_inh S1P2_antag HIV_Rev-RRE_inh MT1-MMP_txn_act Plk1_PBD_FP S1P2_agonist PLAP_activator FAK_inh EphB4_antag
CCOC(=O)Nc1ccc2c(c1)N(C(=O)CCN1CCOCC1)c1ccccc1S2 -4.3 -35.8 -1.1 1 -35.5 -3.6 1.5 -2.1 0.3
COc1ccc(Sc2ccc(NC(=O)c3ccccc3Cl)cc2C#N)cc1 -67.3 -4.3 4.4 . -36.5 7.0 0.9 0.2 0.3
COc1ccc(S(=O)(=O)Nc2nnc(CC(C)C)s2)cc1 -0.4 14.8 5.3 1.3 6.0 -1.6 1.4 -3.1 -8.6
COc1cc(C(=O)NCCCCCC(=O)O)cc(OC)c1OC -10.4 18.7 6.4 1 -2.4 -2.5 0.9 1.6 5.9
COc1cc(NC(=O)c2cc(C3CC3)on2)c(OC)cc1Cl -3.3 21.0 9.2 . 19.8 -4.6 1 4.0 4.4
O=C(NCCN1CCOCC1)c1ccc(Cl)cc1 -9.2 4.5 6.4 1.1 -17.6 -3.9 1 4.9 10.6
CCCc1cc(C(N)=S)ccn1 13.6 11.2 5.2 1.2 3.6 -1.7 1.2 0.4 8.0
